DNA FID counter – compounds displacing fluorescent DNA intercalator, primary screen, artefact control for HCV NS3 helicase inhibitor project, biochemical, FID fluorescence. DNA fluorescent intercalator displacement. inhibition, % at 7.9 µM. 290,000 tested, 0.17% active. AID 1845, 2009; in the data active means inhibition above about 37%;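 further: 0% = vehicle and 100% = reference compound; higher means more ethidium bromide displaced from hairpin DNA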
V1R ag counter – agonists of human V1a receptor, primary screen, counter-screen for OXTR agonist project, fluorescence, CHO-V1R cells. Vasopressin V1a receptor (Homo sapiens), P37288. Fluo-8 calcium fluorescence, agonist mode; 0% DMSO, 100% 3 nM vasopressin. activation, % at 3 µM. 320,000 tested, 0.25% active;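 active means activation above the mean activation of all tested compounds plus 3 SD, per screening run, cut at about 20% in these data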;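 further: signal is peak over basal fluorescence ratio across a 100 second FLIPR read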
PHOSPHO1 inh – PubChem AID 1565; recombinant PHOSPHO1, absorbance phosphatase assay; 290,000 tested, 1.1% active; inhibition, % at 13.3 µM; in the data active means inhibition above about 60%
VIM-2 inhibitor – VIM-2 metallo-beta-lactamase inhibitors, primary screen, biochemical, epi-absorbance readout, Pseudomonas aeruginosa enzyme; purified VIM-2, nitrocefin hydrolysis, epi-absorbance fluorescence; inhibition, % at 5.6 µM; 290,000 tested, 0.89% active;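 active means inhibition above the mean of all tested compounds plus 3 SD, cutoff set per screening run, cut at about 7.5% in these data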;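 further: red hydrolysis product quenches plate fluorescence so inhibitors raise well fluorescence; 0% = enzyme with DMSO and 100% = DMSO without enzyme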
GPR7 antagonist – GPR7 receptor antagonists, primary screen, cell-based, fluorescence, single concentration | GPR7-expressing cells, fluorescence antagonist assay | inhibition, % at 4.4 µM | 290,000 tested, 1.1% active | Neuropeptides B/W receptor type 1 (Homo sapiens), P48145; in the data active means inhibition above about 16%, passing the limit was not always enough;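 further: cells stimulated with the agonist NPW; 0% = agonist with vehicle and 100% = vehicle without agonist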
Target sequence (P48145 whole entry, looked up): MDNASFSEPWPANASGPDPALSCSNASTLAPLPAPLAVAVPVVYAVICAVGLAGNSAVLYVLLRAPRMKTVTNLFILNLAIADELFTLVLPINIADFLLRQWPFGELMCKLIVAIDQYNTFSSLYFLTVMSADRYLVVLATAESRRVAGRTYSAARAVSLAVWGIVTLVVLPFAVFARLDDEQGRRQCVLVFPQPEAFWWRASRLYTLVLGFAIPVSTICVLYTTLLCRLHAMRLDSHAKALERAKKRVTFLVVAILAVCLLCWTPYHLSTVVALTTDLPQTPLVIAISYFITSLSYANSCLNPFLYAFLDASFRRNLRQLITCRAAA
IMP-1 inh – IMP-1 metallo-beta-lactamase inhibitors, primary screen, biochemical, epi-absorbance readout, Pseudomonas aeruginosa enzyme; metallo-beta-lactamase IMP-1 (Pseudomonas aeruginosa); purified IMP-1, nitrocefin hydrolysis, epi-absorbance fluorescence; inhibition, % at 5.6 µM; 290,000 tested, 0.45% active;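 active means inhibition above the mean plus 3 SD of all compounds in the same screening run, cut at about 4.5% in these data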;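 further: 0% = IMP-1 with DMSO and 100% = DMSO wells lacking enzyme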
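System: purified IMP-1; amount: IMP-1 0.2 nM before substrate addition; compound: single dose, 5.6 µM; times: 25 °C, 15 min preincubation, 25 min reaction; signal: Epi-absorbance via hydrolysed-nitrocefin quenching of white-plate fluorescence, 480/530 nm, EDTA stop; benchmarks: DMSO with and without IMP-1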
HCV NS3 hel inh – inhibitors of HCV NS3 helicase, primary screen, biochemical, Cy5 molecular beacon fluorescence. Hepatitis C virus NS3 helicase. NS3 helicase DNA unwinding. inhibition, % at 10.9 µM. 290,000 tested, 0.56% active;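 active means inhibition above the mean of all tested compounds plus 3 SD, set per campaign, cut at about 35% in these data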;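 further: 0% = DMSO wells and 100% = thioflavine S control wells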
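Compound dosing – single dose, 10.9 µM nominal final, DMSO 0.8% final · System – NS3 helicase fragment of HCV · Buffer or medium – MOPS pH 6.5, MgCl2, DTT, Tween20, BSA · Signal – Cy5 beacon fluorescence read at start and 1 h · Also added – annealed dual-labelled DNA beacon duplex, ATP-started · Schedule – 1 h at 25 °C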
GalR3 antag – GalR3 antagonists in HEK293 cells, primary screen, cell-based, fluorescence readout; inhibition, % at 3 µM; Galanin receptor type 3 (Homo sapiens), O60755; AID 651719, 2012; 360,000 tested, 0.44% active; HEK293 GalR3-CNG cAMP membrane potential fluorescence; galR3 body fused to GalR1 C-terminus;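 active means inhibition above the screen-wide average plus 3 SD, cut at about 13% in these data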;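 further: forskolin and galanin both at EC90 stimulate the cells; cAMP rise reported by CNG channel membrane potential dye signal; 0% = forskolin plus galanin with DMSO and 100% = forskolin alone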
Target sequence (O60755 1-299 limits assumed): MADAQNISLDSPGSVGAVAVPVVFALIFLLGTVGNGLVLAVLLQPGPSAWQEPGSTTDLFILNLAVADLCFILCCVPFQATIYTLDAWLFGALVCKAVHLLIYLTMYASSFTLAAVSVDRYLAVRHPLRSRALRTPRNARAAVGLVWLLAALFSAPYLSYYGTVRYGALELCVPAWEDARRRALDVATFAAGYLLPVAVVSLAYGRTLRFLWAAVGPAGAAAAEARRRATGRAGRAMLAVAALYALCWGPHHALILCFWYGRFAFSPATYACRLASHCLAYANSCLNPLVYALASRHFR
OXTR ag – human OXTR agonists, primary screen, fluorescence, CHO-OTR cells, Fluo-8 calcium; Fluo-8 calcium fluorescence; normalized: DMSO 0%, oxytocin 100%; activation, % at 3 µM; 320,000 tested, 0.32% active;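 active means activation above the mean of all tested compounds plus 3 SD, cutoff set per screening run, cut at about 20% in these data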;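 further: peak over basal fluorescence ratio from a 100 s FLIPR kinetic read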
Target sequence (P30559 whole entry, looked up): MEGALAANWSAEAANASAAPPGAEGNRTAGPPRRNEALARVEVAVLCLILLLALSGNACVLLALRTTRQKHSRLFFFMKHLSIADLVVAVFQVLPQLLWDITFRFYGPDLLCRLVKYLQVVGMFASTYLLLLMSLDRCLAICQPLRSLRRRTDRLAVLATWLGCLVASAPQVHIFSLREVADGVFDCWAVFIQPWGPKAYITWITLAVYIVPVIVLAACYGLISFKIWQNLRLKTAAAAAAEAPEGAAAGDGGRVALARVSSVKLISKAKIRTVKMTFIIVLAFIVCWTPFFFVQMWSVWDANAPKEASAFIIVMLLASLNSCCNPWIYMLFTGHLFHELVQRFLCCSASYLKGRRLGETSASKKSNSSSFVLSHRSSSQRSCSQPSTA
Numbers without * were called inactive; · = not tested or not shown. An unsorted share of the library (roughly 4.3% active in at least one column).

Compound	DNA FID counter	V1R ag counter	PHOSPHO1 inh	VIM-2 inhibitor	GPR7 antagonist	IMP-1 inh	HCV NS3 hel inh	GalR3 antag	OXTR ag
COCCNc1nc(-c2cc3ccccc3o2)cs1	-8	0.8	7	-2.0	8	-0.9	-11	-2	-0.4
COc1cc(NC(=S)Nc2ccccn2)cc(OC)c1	-7	-0.8	10	-3.8	-10	-3.0	-8	-3	-2.0
NS(=O)(=O)c1cc2c(cc1Cl)NC(CC1CCCC1)NS2(=O)=O (stereo unspecified)	-2	0.6	10	-2.8	-11	-1.8	0	-4	0.3
O=C(Cn1nc(Cl)nc1Cl)c1ccccc1	0	0.6	34	-1.8	-18	-2.3	2	-5	-0.1
Cc1ccc(Nc2nc(N)nc(CSC(=S)N3CCN(c4ccccc4)CC3)n2)cc1	-6	-0.8	-22	-2.5	-2	-4.1	-6	-8	-1.8
COc1ccc2cc(S(=O)(=O)N3CCCC3)ccc2c1	-14	3.3	52	-3.9	-7	-4.1	2	-11	2.0
CCCCC(=O)NCCc1cc2c(OC)ccc(OC)c2[nH]c1=O	-14	-0.2	22	-2.4	-3	-3.2	3	2	-0.3
Cc1ccc(C(=O)NCCOc2ccc(Cl)cc2)cc1	-18	-2.4	26	-1.5	0	-2.2	-10	1	-1.2
CCOC(=O)c1cc(-c2ccccc2)sc1NC(=O)C(C)Sc1nnc(N)s1 (stereo unspecified)	-11	-0.2	-21	-4.2	-13	-3.9	-13	-9	0.6
COc1ccc(/C=C(/NC(=O)c2ccccc2Cl)C(=O)NCCCC(=O)O)cc1	-2	1.5	33	-4.5	-5	-3.1	10	0	0.6
O=C(Nc1ccc(Cl)cc1)ON=C1CCCC1	0	2.5	-1	0.6	1	-1.2	3	-3	3.0
COc1cc(OC)cc(C(=O)N2CCN(Cc3ccccc3Br)CC2)c1	-28	0.2	21	-1.9	2	-3.5	-7	5	-0.9
Cc1cc(C)cc(N2C(=O)CN(Cc3sccc3C)C2=S)c1	-10	0.4	-5	2.1	-5	-0.1	12	-10	-1.6
COC(=O)C1=C(CSc2nccn2C)NC(=O)NC1c1cc(C)ccc1C (stereo unspecified)	-10	-0.2	-9	-1.9	0	-3.7	-6	-5	-0.8
CCCC1C2C(=O)N(c3cccc(C)c3)C(=O)C2ON1c1ccccc1 (stereo unspecified)	-23	-1.9	33	-1.3	-7	-1.4	-18	-7	-3.2

The list goes on:
Compound	DNA FID counter	V1R ag counter	PHOSPHO1 inh	VIM-2 inhibitor	GPR7 antagonist	IMP-1 inh	HCV NS3 hel inh	GalR3 antag	OXTR ag
CCC(C)/C(C)=N/NC(=O)CNS(=O)(=O)c1ccc([N+](=O)[O-])cc1 (stereo unspecified)	3	1.6	-28	-3.4	-5	-3.6	1	-2	0.6
COc1ccc(C(=O)OC/C(O)=C(\C#N)c2nc3ccccc3[nH]2)cc1S(=O)(=O)N1CCOCC1	-16	-0.4	-5	1.5	-13	-1.5	3	-6	-1.4
CSc1nccn1CC(=O)Nc1ccc(F)cc1	-3	1.4	-32	-2.1	4	-3.4	9	2	0.1
CC(O)C(=O)N/N=C/c1ccccc1C(=O)O (stereo unspecified)	-1	0.2	4	-2.8	-14	-2.5	-6	5	0.4
O=c1c2c(ncn2C2CCCC2)n(Cc2ccccc2)c(=O)n1CCOc1ccc(Br)cc1	-18	0.4	-4	-3.9	-9	-4.6	-6	-3	-0.3
O=C(Cc1ccccc1[N+](=O)[O-])OCN1C(=O)c2ccccc2C1=O	-9	0.4	38	-1.5	-23	-1.4	-3	-4	-0.1
Cc1cc(C)cc(SCc2noc(C(=O)NC(C)C)c2C(=O)NC(C)C)c1	-31	-1.1	-137	-0.9	-11	-2.9	-20	·	-2.5
Cc1csc(SCC(=O)Nc2ccc(Cl)cn2)n1	-2	-0.9	0	-1.9	5	-2.8	-4	-2	-2.1
O=C(CCc1ccc(S(=O)(=O)NCCc2ccccc2)cc1)Nc1ccc2c(c1)OCO2	-18	5.0	22	-2.6	0	-2.8	-5	-6	1.6
COc1ccc(CNC(=O)C(C)Sc2nc3ccccc3c(=O)n2CCCN2CCOCC2)cc1 (stereo unspecified)	-4	-0.7	24	1.1	-3	0.2	-7	1	-1.4
N#Cc1nc(-c2ccccc2)oc1N1CCN(C(=O)c2ccco2)CC1	-38	0.4	27	1.2	-5	-4.9	3	-3	-0.8
S=C(NCC1CCCO1)Nc1ccc(Cl)cc1Cl (stereo unspecified)	-5	0.6	-14	-1.8	-4	-0.2	-7	-2	-1.0
COc1ccc(OC)c(S(=O)(=O)N2CCC(C(=O)Nc3cccc(C)c3C)CC2)c1	-24	0.3	10	-0.8	-7	-3.8	-6	-2	0.0
CCN(CC)S(=O)(=O)c1cccc(N=Nc2c(O)c3ccccc3oc2=O)c1	-1	0.3	24	-2.9	-12	-2.9	2	-6	-0.1
CCNC(=O)CC1C(=O)N(c2cccc(OC)c2)C(=O)N1CCOC (stereo unspecified)	-1	0.5	-7	-2.1	-3	-1.6	-7	0	-1.2

Some of these compounds in order of their number in GPR7 antagonist, descending.
compound	GPR7 antagonist
CSc1nccn1CC(=O)Nc1ccc(F)cc1	4
O=C(CCc1ccc(S(=O)(=O)NCCc2ccccc2)cc1)Nc1ccc2c(c1)OCO2	0
Cc1cc(C)cc(SCc2noc(C(=O)NC(C)C)c2C(=O)NC(C)C)c1	-11
O=C(Cc1ccccc1[N+](=O)[O-])OCN1C(=O)c2ccccc2C1=O	-23

3 structures out of the list, arranged by formula weight, largest number first:
Compound	DNA FID counter	V1R ag counter	PHOSPHO1 inh	VIM-2 inhibitor	GPR7 antagonist	IMP-1 inh	HCV NS3 hel inh	GalR3 antag	OXTR ag
COc1ccc(C(=O)OC/C(O)=C(\C#N)c2nc3ccccc3[nH]2)cc1S(=O)(=O)N1CCOCC1	-16	-0.4	-5	1.5	-13	-1.5	3	-6	-1.4
COc1ccc(CNC(=O)C(C)Sc2nc3ccccc3c(=O)n2CCCN2CCOCC2)cc1 (stereo unspecified)	-4	-0.7	24	1.1	-3	0.2	-7	1	-1.4
Cc1csc(SCC(=O)Nc2ccc(Cl)cn2)n1	-2	-0.9	0	-1.9	5	-2.8	-4	-2	-2.1

New compounds follow:
Compound	DNA FID counter	V1R ag counter	PHOSPHO1 inh	VIM-2 inhibitor	GPR7 antagonist	IMP-1 inh	HCV NS3 hel inh	GalR3 antag	OXTR ag
CC(=O)N(C)C1=C(N2CCOCC2)C(=O)c2ccccc2C1=O	6	0.3	48	0.0	-4	-1.6	1	·	-0.6
CC(C)CC1NC(=O)N(Cc2nc3ccccc3s2)C1=O (stereo unspecified)	-10	-1.3	34	-2.3	-9	-2.8	-4	19*	-2.5
O=C(CN1c2ccccc2Sc2ccccc21)N/N=C/c1ccc(Cl)cc1	-7	-1.8	17	-2.5	-8	-4.3	-5	-1	-1.4
COc1ccc(/C(C)=N/OCC(=O)N=Nc2c(O)[nH]c3ccc(Br)cc23)cc1	-3	0.7	4	-1.9	-8	-1.6	3	3	0.2
COc1cc2[nH]c(-c3cccc(F)c3)cc(=O)c2cc1OC	1	0.1	-4	-1.6	-8	-1.8	0	-4	0.1
COc1ccccc1-n1c(CCn2nc(C)c(Br)c2C)n[nH]c1=S	-19	-0.8	0	6.4	-10	-3.0	1	-4	0.1
CCOc1ccc(S(=O)(=O)N/N=C2/CC(c3ccccc3)Oc3ccccc32)cc1 (stereo unspecified)	-13	0.9	21	-3.5	0	-3.1	-12	-4	-0.2
CC(=O)Oc1ccc(-c2csc(Nc3ccc(Cl)cn3)n2)cc1	-13	-0.8	·	1.8	-10	-0.9	-1	-11	-1.6
Cc1ccc(-c2ccc(/C=C3\SC(N4CCOCC4)=NC3=O)o2)cc1	-23	0.2	2	-4.6	-11	-2.9	-7	-5	-0.5
O=C(Nc1cccc2ncccc12)c1cc(Br)ccc1Cl	-4	0.6	34	-1.8	-4	-4.5	0	-2	1.6
CN1CCN(c2ccccc2NC(=O)c2ccc(-c3ccc(Cl)c(Cl)c3)o2)CC1	10	0.4	15	-0.3	-17	-3.3	-40	0	-0.9
CC(C)c1ccc2oc(=O)cc(CN3CCN(Cc4ccccc4)CC3)c2c1	-4	-0.8	39	-0.2	-6	-1.8	-16	-6	-1.6
COc1ccc(C(=O)C2CCCN(Cc3ccc4c(c3)OCCO4)C2)cc1F (stereo unspecified)	16	0.2	-7	2.5	19	0.3	-8	-2	4.0
CCP(=O)(c1ccccc1)C(C)(C)O (stereo unspecified)	-4	-0.3	-46	-4.1	14	-3.5	9	-3	0.1
O=C(Nc1ccc(Br)cc1)c1cccc(N2C(=O)C3C4C=CC(C4)C3C2=O)c1 (stereo unspecified)	-15	6.6	·	-2.3	-3	-1.6	-14	-2	4.7

(further entries)
Compound	DNA FID counter	V1R ag counter	PHOSPHO1 inh	VIM-2 inhibitor	GPR7 antagonist	IMP-1 inh	HCV NS3 hel inh	GalR3 antag	OXTR ag
Cc1c(Br)ccc(NC(=O)c2ccccc2[N+](=O)[O-])c1C	4	0.2	42	-2.0	-16	-1.6	-12	2	-0.9
O=C(Cn1cc2c(n1)CCCCC2)Nc1ccccc1Cl	-20	-1.2	23	-0.8	-10	-2.5	3	2	-2.2
CCOC(=O)C1CCN(C(=O)c2cccc(N3C(=O)NC4CC3(C)Oc3ccc(C)cc34)c2)CC1 (stereo unspecified)	-53	0.8	12	-2.4	-6	-3.1	4	-11	-0.3
NC(=O)CSc1nc2c(sc(=S)n2-c2ccccc2)c(=O)[nH]1	-7	·	9	-3.0	6	-3.7	25	-7	·
CC(C)Oc1cccc(C(=O)NC(=S)Nc2ccccc2N2CCOCC2)c1	-11	0.6	28	-1.2	-11	-3.0	7	1	-1.3
Cc1[nH]c2ccccc2c1C(=O)COC(=O)C1CCC(=O)N1 (stereo unspecified)	-5	1.0	11	-2.1	-2	-1.9	2	-2	0.7
Cc1cc(/C=N/NC(=O)c2cccc(F)c2)c(C)n1-c1ccccc1	-2	-0.4	32	-6.0	-13	-4.5	-2	-6	-1.2
O=C(NCc1n[nH]c(=S)n1-c1cccc(Cl)c1)c1cccs1	-4	0.8	-16	4.4	-17	-3.8	-4	-6	4.5
C=CCNC(=S)N/N=C/c1cccc([N+](=O)[O-])c1	8	0.1	32	-5.1	-7	-3.1	1	-4	-0.1
